Growth percent in the NCI-60 one-dose screen (48 h, 10 µM unless noted): 100 = growth as untreated, 0 = no growth, -100 = all killed.
LOX IMVI – LOX IMVI melanoma; 79,000 tested, 7.4% active
SK-MEL-5 – SK-MEL-5 melanoma | 80,000 tested, 6.4% active | AID 1794755
MALME-3M – MALME-3M melanoma; 78,000 tested, 5.8% active; AID 1794766
UACC-62 – UACC-62 melanoma. 81,000 tested, 5.4% active
SK-MEL-28 – SK-MEL-28 melanoma; 81,000 tested, 4.1% active
MDA-MB-435 – MDA-MB-435 melanoma | 82,000 tested, 7.8% active | AID 1794794
UACC-257 – UACC-257 melanoma. 78,000 tested, 4.4% active. AID 1794764
SK-MEL-2 – SK-MEL-2 melanoma. 77,000 tested, 4.7% active
An asterisk follows results filed as active; / = not tested or not shown; & = joins results of further samples; [ ] = another dose, or the depositor's remark. How the source made its calls: active means growth percent below 10; inactive means the rest.

SMILES	LOX IMVI	SK-MEL-5	MALME-3M	UACC-62	SK-MEL-28	MDA-MB-435	UACC-257	SK-MEL-2
CC(=O)N/N=C(/C)c1cccs1	100.9	104.2	105.2	105.5	104.2	95.6	88.8	94.5
COc1cc(C2SC(C)C(=O)N2NC(=O)C(O)(c2ccccc2)c2ccccc2)cc([N+](=O)[O-])c1O (configuration not stated)	105.0	97.4	101.6	115.9	132.1	127.1	114.5	98.8
CC1=C(C(=O)c2ccccc2)C(c2c(O)cc(O)cc2O)n2c(nc3ccccc32)N1 (configuration not stated)	/	101.3	99.2	89.8	111.9	104.9	101.1	133.6
N#C/C(=C\c1ccc(-c2ccc(Cl)cc2Cl)o1)C(=O)Nc1ncc(Cc2ccc(Cl)cc2)s1	95.7	99.0	110.5	93.3	103.7	107.8	104.1	107.1
CCCCSc1nnc(-c2ccc(-c3ccc(Cl)cc3)nc2C)o1	101.4	99.3	102.1	84.1	99.9	101.6	106.1	106.5
Cc1ccc(-c2nc(/C=N/Nc3cc(C)nc4ccc(Cl)cc34)c(C)o2)cc1	-80.3*	49.6	-74.6*	31.7	-68.8*	-95.6*	107.3	95.1
Cc1c(O)c(N=Nc2ccc(C(=O)O)c(O)c2)c2ccccc2c1O	86.4	96.1	97.4	92.5	131.2	105.9	95.6	92.7
Cc1nc2c(N)n[nH]c(=O)n2n1	99.4[100 µM]	103.0[100 µM]	106.5[100 µM]	101.6[100 µM]	106.1[100 µM]	100.5[100 µM]	101.8[100 µM]	107.7[100 µM]
Cc1nc(C2CC2)[nH]c(=O)c1C(=O)Nc1cccc(C(=O)Nc2cccc(C(F)(F)F)c2)c1	98.0	93.8	105.9	86.8	109.2	107.3	/	83.5
S=c1nc[nH]c2c1ncn2-c1ccc(Cl)cc1	92.9	77.3	106.0	99.9	107.3	106.9	109.3	108.6
COc1cccc(CNc2ccc(N3CCOCC3)c(C(=O)O)c2)c1	99.7	104.4	103.5	101.6	102.5	104.4	88.9	108.8
CNCC(N)=O	63.9	83.8	/	/	102.6	72.3	79.9	68.9
COc1ccc(-n2c(C)c(C(C)=O)c3c(-c4ccc5c(c4)OCO5)nc4ccccc4c32)cc1O	91.8	84.7	96.7	91.1	96.2	91.0	109.0	86.2
O=c1cccc(O)[nH]1	96.0&99.1	113.9&104.8	113.0&94.8	120.9&94.2	115.3&118.4	101.4&101.9	95.3&108.0	99.4
COc1cc(C2CCc3nc4ccccc4n32)cc(OC)c1OC (configuration not stated)	105.6	97.0	89.8	98.4	103.4	93.0	101.7	100.7
C#CCOc1ccc(/C=N\Nc2nc(-c3ccc(Br)cc3)cs2)cc1OC	94.6	63.6	123.2	67.1	87.5	85.5	90.0	94.8
O=C(Oc1c(Cl)c(Cl)c(Cl)c(Cl)c1Cl)C1CCCN1C(=O)OCc1ccccc1 (configuration not stated)	64.8	76.2	72.3	75.2	99.0	84.2	82.1	69.9
Nc1ccc(N=Nc2ccc(N=Nc3c(S(=O)(=O)O)cc4cc(S(=O)(=O)O)c(N=Nc5ccc(N=Nc6ccc(N)cc6N)cc5)c(O)c4c3N)cc2)c(N)c1	102.8	120.6	121.2	114.0	116.9	111.0	106.7	171.3
CC(C)(C)c1cc(C(C)(C)C)cc(S(=O)(=O)N2CCC[C@H]2C(=O)NCCN)c1	92.0	89.7	104.8	88.6	97.8	90.3	88.8	95.3
COC(=O)CN(CC(=O)OC)C(=O)c1ccccc1	99.5	102.0	112.6	99.7	113.0	107.1	115.6	105.5
Clc1ccc(Nc2ccnc3[nH]c4ccc(Br)cc4c23)cc1	94.8	89.6	111.2	76.3	102.1	72.9	81.4	94.3
COc1ccc(C/C(C)=C(\c2ccc(Cl)cc2)c2ccc(OCCN3CCOCC3)cc2)cc1	94.1	95.3	103.2	80.9	100.5	96.5	106.0	102.5
COc1ccc(Oc2ccc(/C=N/NC(=O)CSc3nc4ccccc4c(=O)n3-c3ccc(Cl)cc3)cc2)cc1	14.7	78.0	63.9	61.9	89.3	87.7	94.7	97.6
COc1cc2c(cc1[N+](=O)[O-])-c1ccc([N+](=O)[O-])cc1/C2=N/NC(N)=S	43.5	63.1	93.7	36.4	95.4	/	75.5	87.8
N#C/C(=C\c1ccc(-c2ccccc2Cl)o1)c1nc(-c2ccc(F)cc2)cs1	/	98.9	103.6	85.0	106.1	107.1	105.2	110.7
Cc1cc(C)c(C)c(C)c1C	96.5	92.7	100.6	99.0	111.0	112.4	86.8	92.7
CC[C@@H](C[C@H](CCO)c1ccccc1)c1cc2ccccc2o1	101.0	105.7	102.8	88.4	101.8	102.0	96.9	81.3
C/C(=N/N)c1ccc(Br)cc1	/	101.4	102.1	101.3	104.5	105.4	111.4	109.6
CCOC(=O)c1nc2c(Br)cc(Br)cn2c1C(=O)c1ccc(Br)cc1	100.7	113.7	116.1	96.7	104.9	105.5	109.5	101.7
COc1ccc(N=c2nc3sc4c(C)ccc(C)c4n3c(N)c2C#N)cc1	101.4	/	101.7	70.2	106.3	104.3	/	/
O=C1OC(c2nc3ccccc3s2)=C/C1=C\c1cccc(O)c1	90.9	101.1	87.4	86.7	110.5	98.9	100.5	106.6
O=C(O)Cc1cc(I)c(Oc2ccc(O)c(I)c2)c(I)c1	46.7	45.8	115.1	62.0	88.0	77.4	98.3	103.4
O=C1CCCN1c1nc(-c2ccc(-c3ccccc3)cc2)c(Br)s1	94.9	88.1	/	72.8	89.6	70.2	96.1	69.5
COc1cccc2cc(-c3cc4ccccc4[nH]3)/c(=N\Nc3ccc(Cl)cc3)oc12	/	95.7	69.8	91.8	104.3	93.3	88.8	95.0
COc1cc(/C=C/c2cc(/C=C/c3ccc(O)c(OC)c3)n(C(=O)Nc3ccc(F)c(Cl)c3)n2)ccc1O	-20.9*	-73.9*	-16.8*	-37.4*	7.9*	-25.9*	-15.9*	-25.0*
CN1CNC(=O)NC1	95.4&99.6	95.9&112.5	96.0&120.2	106.7&111.4	118.1&112.6	115.1&105.9	86.9&111.5	114.4
CC(C)CN1CCC(=O)NC1=S	98.0&106.9	101.1&103.1	123.7&110.1	99.5&101.8	116.3&107.2	108.6&110.8	97.9&100.8	110.4&95.8
O=C(CSc1nc2sc3c(c2c(=O)n1-c1ccc(Cl)cc1)CCCC3)NNC(=O)c1ccc(F)cc1	64.2	66.9	80.5	41.1	87.0	98.2	105.7	103.9
O=C(CCc1nnc2sc(-c3ccc(Cl)cc3Cl)nn12)c1nc2ccccc2[nH]1	-58.0*	-70.2*	-26.5*	-85.1*	-60.1*	-39.7*	-69.9*	-68.9*
OCC(O)C(O)C(O)C(O)C(O)C(O)CO (configuration not stated)	96.7	100.2	98.4	98.5	115.0	90.6	102.3	101.6
CCCCCC(=O)OCCCCOC(=O)CCCCC	100.0	103.2	140.8	101.3	108.6	105.8	101.4	97.3
NC1(c2ccc(F)cc2)C2CC3CC(C2)CC1C3 (configuration not stated)	98.5	100.4	102.3	108.0	109.9	104.1	104.2	120.3
CCCc1cccc(CCC)c1O	100.1	103.9	131.3	107.2	116.6	105.5	93.3	132.5
C=CCn1c(SCC(=O)Nc2ccc(C(=O)/C=C/c3cc(OC)c(OC)c(OC)c3)cc2)nnc1-c1cc(-c2ccc(S(N)(=O)=O)cc2)nc2ccccc12	73.0	87.6	97.1	74.7	102.6	80.2	96.1	100.3
O=C1C2C3C=CC(C3)C2S(=O)(=O)C2C3C=CC(C3)C12 (configuration not stated)	101.3	107.5	/	112.0	107.2	104.2	102.4	97.8
CCN1C(=O)/C(=c2\sc3n(c2=O)NC2C(N=3)N(CC)C(=S)N2CC)c2ccccc21 (configuration not stated)	86.0	101.8	100.4	93.6	101.9	98.5	/	103.0
COc1ccc(C(=O)C(CN(C)C)CN(C)C)cc1	82.4	100.7	-70.7*	73.4	83.1	36.8	73.1	148.8
CSc1nc2ccc(C)cc2cc1/C=C1/C=C(c2ccccc2)OC1=O	94.8	105.1	102.0	103.1	101.4	100.0	95.2	124.3
COc1ccc(-c2cc(-c3nc4ccccc4[nH]3)[nH]n2)cc1	/	74.1	83.9	58.7	82.4	75.8	84.3	72.7
Cc1ccc(-n2nnnc2-c2cccnc2)cc1	101.9	97.9	111.8	108.6	97.4	114.5	102.3	118.8

More records follow:
SMILES	LOX IMVI	SK-MEL-5	MALME-3M	UACC-62	SK-MEL-28	MDA-MB-435	UACC-257	SK-MEL-2
O=c1oc2ccccc2cc1/C(CS(=O)(=O)c1ccccc1)=N/Nc1ccccc1	100.7	96.5	103.0	86.8	101.7	103.2	101.7	108.7
O=C(CSc1nnc(-c2ccc(NC(=O)c3cccnc3)cc2)o1)Nc1cccc(Br)c1	93.6	92.9	93.1	104.0	110.1	94.3	102.0	96.5
CCN(CC)CCCC(C)Nc1c(C)cnc2cccc(C)c12 (configuration not stated)	92.0	107.0	112.6	107.6	99.6	109.2	121.5	115.8
NC1=NC(c2ccco2)N=C(Nc2nn[nH]n2)N1 (configuration not stated)	91.2	93.4	96.5	94.3	116.3	98.1	102.1	106.2
Cn1c(=O)[nH]c(=O)c2nc(CCC(=O)NCCCC(=O)O)c(=O)[nH]c21	97.8	100.0	95.3	98.9	104.9	101.7	107.8	105.6
CCCCCCCSc1ccc(C(=O)Nc2ccc(C)cc2C(=O)O)cc1	63.0	77.2	94.5	70.9	107.3	92.6	86.2	74.0
CCCn1c(=N)/c(=C(\N)O)s/c1=C(/C#N)C(=O)OCC	97.1	108.3	92.6	66.5	110.4	200.3	123.4	91.3
C1=CC(c2nn3c(-c4ccccc4)nnc3s2)=Cc2ccccc2O1	-24.4*	95.6	74.1	74.0	30.6	46.7	67.8	74.7
COc1ccc(OCC(CO)N2CCN(c3ccccc3)CC2)cc1 (configuration not stated)	/	104.2	82.7	97.2	103.5	108.4	96.1	106.1
CCC(C)NCC(C)O (configuration not stated)	93.4	102.5	93.5	113.0	117.1	103.5	100.2	102.8
COC(=O)C1C2CC3c4[nH]c5cc(OC)ccc5c4CCN3CC2CC(OC(=O)c2cc(OC)c(OC)c(OC)c2)C1OC (configuration not stated)	70.9	79.9	98.7	76.7	105.3	76.9	74.9	91.8
Nc1nc(=O)[nH]c2ccc(Sc3ccc(Cl)cc3)cc12	105.8	100.1	104.8	100.8	102.3	107.8	113.0	98.6
O=c1c(-c2nc3ccccc3[nH]2)cc2ccccc2n1Cc1cn(Cc2cccc(Cl)c2)nn1	89.3	91.0	88.4	72.2	100.0	94.1	92.9	102.6
CC1(C)CCC(=O)c2ccccc21	96.8	106.9	104.5	100.1	119.9	119.4	106.3	100.4
COc1ccc(N2N=C(c3ccc4c(c3)OCO4)CC2c2cccc(NC(=O)CCNS(=O)(=O)c3ccc(OC)cc3)c2)cc1 (configuration not stated)	78.5	69.7	58.8	75.4	81.5	71.2	86.4	89.3
COc1cc2c(cc1O)CC[C@@H]1C2CC[C@@]2(C)C1CC[C@@H]2O (some centres not stated)	48.0	-22.1*	48.1	22.2	/	-46.9*	23.3	71.1
O=C1C=C[C@]2(C[C@@H](c3cccc(C(F)(F)F)c3)O[C@@H](c3cccc(C(F)(F)F)c3)O2)O1	-84.6*	-58.2*	36.4	-38.6*	48.6	-74.7*	59.6	-26.7*
Fc1ccc(Nc2ccnc(N3CCN(c4ccnc5cc(Cl)ccc45)CC3)n2)cc1	49.8	26.0	52.9	45.3	81.0	48.6	61.1	60.3

Part of the list above in order of formula weight, ascending.
SMILES	LOX IMVI	SK-MEL-5	MALME-3M	UACC-62	SK-MEL-28	MDA-MB-435	UACC-257	SK-MEL-2
CCC(C)NCC(C)O (configuration not stated)	93.4	102.5	93.5	113.0	117.1	103.5	100.2	102.8
CC1(C)CCC(=O)c2ccccc21	96.8	106.9	104.5	100.1	119.9	119.4	106.3	100.4
NC1=NC(c2ccco2)N=C(Nc2nn[nH]n2)N1 (configuration not stated)	91.2	93.4	96.5	94.3	116.3	98.1	102.1	106.2
COc1cc2c(cc1O)CC[C@@H]1C2CC[C@@]2(C)C1CC[C@@H]2O (some centres not stated)	48.0	-22.1*	48.1	22.2	/	-46.9*	23.3	71.1
CCN(CC)CCCC(C)Nc1c(C)cnc2cccc(C)c12 (configuration not stated)	92.0	107.0	112.6	107.6	99.6	109.2	121.5	115.8
COc1ccc(OCC(CO)N2CCN(c3ccccc3)CC2)cc1 (configuration not stated)	/	104.2	82.7	97.2	103.5	108.4	96.1	106.1
C1=CC(c2nn3c(-c4ccccc4)nnc3s2)=Cc2ccccc2O1	-24.4*	95.6	74.1	74.0	30.6	46.7	67.8	74.7
CCCCCCCSc1ccc(C(=O)Nc2ccc(C)cc2C(=O)O)cc1	63.0	77.2	94.5	70.9	107.3	92.6	86.2	74.0
O=c1oc2ccccc2cc1/C(CS(=O)(=O)c1ccccc1)=N/Nc1ccccc1	100.7	96.5	103.0	86.8	101.7	103.2	101.7	108.7
Fc1ccc(Nc2ccnc(N3CCN(c4ccnc5cc(Cl)ccc45)CC3)n2)cc1	49.8	26.0	52.9	45.3	81.0	48.6	61.1	60.3
O=C1C=C[C@]2(C[C@@H](c3cccc(C(F)(F)F)c3)O[C@@H](c3cccc(C(F)(F)F)c3)O2)O1	-84.6*	-58.2*	36.4	-38.6*	48.6	-74.7*	59.6	-26.7*
O=c1c(-c2nc3ccccc3[nH]2)cc2ccccc2n1Cc1cn(Cc2cccc(Cl)c2)nn1	89.3	91.0	88.4	72.2	100.0	94.1	92.9	102.6
O=C(CSc1nnc(-c2ccc(NC(=O)c3cccnc3)cc2)o1)Nc1cccc(Br)c1	93.6	92.9	93.1	104.0	110.1	94.3	102.0	96.5
COC(=O)C1C2CC3c4[nH]c5cc(OC)ccc5c4CCN3CC2CC(OC(=O)c2cc(OC)c(OC)c(OC)c2)C1OC (configuration not stated)	70.9	79.9	98.7	76.7	105.3	76.9	74.9	91.8
COc1ccc(N2N=C(c3ccc4c(c3)OCO4)CC2c2cccc(NC(=O)CCNS(=O)(=O)c3ccc(OC)cc3)c2)cc1 (configuration not stated)	78.5	69.7	58.8	75.4	81.5	71.2	86.4	89.3

Screens: PubChem, NCI
